PolyA inh = inhibitors of polyadenylation in S. cerevisiae. S. cerevisiae SKY197-pL101 polyadenylation reporter, beta-gal luminescence; efflux-impaired pdr1/pdr3 knockout yeast; score 100 = 6 SD above DMSO. actives 0.02% (n = 300,000). calls only at 12 µM;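 active = lowest replicate activity score at least 50, where 100 means six control SD above control mean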;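 also: yeast exposed to compound for 9 h at 30 °C; higher score means more reporter readthrough which indicates perturbed polyadenylation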
TRPC4 PAM = allosteric potentiators of mouse TRPC4 channel; Q9QUQ5; HEK293 TRPC4beta/mu-opioid, DAMGO EC20, Fluo-4 Ca2+ flux; hits give high values; B-score at 10 µM; actives 0.42% (n = 310,000);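 active = B-score of calcium response area above 5 SD of library B-scores, with initial fluorescence ratio within 5 SD of library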;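 also: B-score of integrated fluorescence ratio over time as area under calcium response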
Target sequence (Q9QUQ5 whole entry, looked up): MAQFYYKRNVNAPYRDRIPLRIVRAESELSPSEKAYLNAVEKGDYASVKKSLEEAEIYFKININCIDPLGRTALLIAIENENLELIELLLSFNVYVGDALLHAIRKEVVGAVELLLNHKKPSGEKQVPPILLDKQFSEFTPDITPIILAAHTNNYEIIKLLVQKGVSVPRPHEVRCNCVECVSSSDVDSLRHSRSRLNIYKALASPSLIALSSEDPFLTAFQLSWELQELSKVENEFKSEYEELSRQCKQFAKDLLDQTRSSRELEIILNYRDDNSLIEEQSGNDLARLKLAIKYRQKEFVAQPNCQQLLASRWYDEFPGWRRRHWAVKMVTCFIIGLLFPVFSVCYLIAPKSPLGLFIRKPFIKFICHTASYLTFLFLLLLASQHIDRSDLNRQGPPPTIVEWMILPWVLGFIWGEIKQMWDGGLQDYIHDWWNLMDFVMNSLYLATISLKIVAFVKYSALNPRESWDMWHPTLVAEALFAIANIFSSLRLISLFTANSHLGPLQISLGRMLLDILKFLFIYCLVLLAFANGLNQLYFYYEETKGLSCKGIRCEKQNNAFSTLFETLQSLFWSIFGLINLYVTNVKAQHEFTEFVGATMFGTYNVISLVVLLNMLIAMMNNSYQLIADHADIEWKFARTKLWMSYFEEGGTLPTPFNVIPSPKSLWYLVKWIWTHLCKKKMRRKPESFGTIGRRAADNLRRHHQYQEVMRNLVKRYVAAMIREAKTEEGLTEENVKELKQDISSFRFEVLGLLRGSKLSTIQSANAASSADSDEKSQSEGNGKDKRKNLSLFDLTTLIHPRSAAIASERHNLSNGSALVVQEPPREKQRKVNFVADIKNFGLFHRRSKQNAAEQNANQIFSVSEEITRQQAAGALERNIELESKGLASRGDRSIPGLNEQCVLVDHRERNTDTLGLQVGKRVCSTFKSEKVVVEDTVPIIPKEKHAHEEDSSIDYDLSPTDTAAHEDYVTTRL
KCNK9 block = inhibitors of human KCNK9 two-pore domain potassium channel | HEK293 KCNK9, FluxOR thallium flux fluorescence; hits give low values | B-score at 10 µM | actives 1.2% (n = 310,000);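 active = ratio B-score over 3 SD below the library mean, with starting fluorescence within 5 SD of its mean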;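 also: negative B-score means less thallium flux so channel inhibition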
KCNQ1 act = potentiators or activators of human KCNQ1 potassium channel. P51787. CHO-K1 KCNQ1, thallium flux FluxOR fluorescence; hits give high values. B-score at 10 µM. actives 0.35% (n = 310,000);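 active = fluorescence ratio B-score, a plate-corrected score, at least three library SD, with initial intensity B-score within 5 SD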
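assay system = KCNQ1-transfected CHO-K1 cells | medium = assay buffer with matched DMSO | probe or stimulus = depolarizing K+/Tl+ stimulus, K2SO4 and Tl2SO4 each 12.5 mM in 5x stock | dosing = single dose | incubation = dye 90 min, compound 20 min, room temperature | detection = kinetic FluxOR fluorescence, 10 s baseline plus 110 s post-stimulus | evaluation = ratio B score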
hERG protect = compounds protecting human hERG from proarrhythmic drug block; Q12809; CHO-hERG, FluxOR thallium flux, dofetilide IC70 present; activation (rescue from dofetilide block), less the hit threshold, % at 10 µM; actives 0.51% (n = 310,000); AID 1511;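 active = activation above the mean of controls blocked by dofetilide plus 5 SD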;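 also: thallium influx through hERG after potassium depolarization seen as dye fluorescence rise; in these data hits start at about 4.7%; inactives centre near -7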
KCNQ1 inh = human KCNQ1 channel inhibition; B-score at 10 µM; P51787; actives 1.3% (n = 310,000); CHO-K1 KCNQ1, FluxOR thallium flux fluorescence; hits give high values;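 active = compounds whose thallium flux B-score, printed positive for inhibition, exceeds three library SD while starting fluorescence stays within three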;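 also: channel opened by potassium depolarization with thallium stimulus after 20 min compound exposure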
TRPC4 block = inhibitors of mouse TRPC4 channel. Q9QUQ5. HEK293 TRPC4beta/mu-opioid, DAMGO-evoked Fluo4 calcium flux; hits give low values. B-score at 10 µM. actives 0.39% (n = 300,000). AID 2247;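 active = B-score over 3 SD under the library average, no early fluorescence shift, positive overall ratio signal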
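test system = HEK293 cells with stable TRPC4beta plus mu-opioid receptor expression | detection = Fluo4 Ca2+ flux fluorescence | read-out = integrated fluorescence ratio relative to baseline, converted to per-well B score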
KCNK3 block = human KCNK3 channel inhibition, primary screen | CHO-KCNK3 thallium flux, FluxOR fluorescence; hits give low values | B-score at 10 µM | actives 0.84% (n = 340,000);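 active = B-score under library mean minus 4 SD, starting fluorescence ratio at most library mean plus 5 SD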;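 also: more negative B-score means stronger inhibition of thallium flux through KCNK3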
TRPC4 act = activators of mouse TRPC4 channel; Q9QUQ5; HEK293 TRPC4beta/mu-opioid, Fluo4 calcium fluorescence; hits give high values; B-score at 10 µM; actives 0.49% (n = 310,000); AID 2237;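 active = B-score above 5 SD of library B-scores, and initial fluorescence ratio not above library mean plus 5 SD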;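 also: positive B-score marks a calcium rise read as TRPC4 activation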
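Assay system: HEK293 cells stably co-expressing mouse TRPC4beta and mu-opioid receptor / Timing: Fluo4 dye loading 45 min at room temperature, 110 s recording / Signal: Fluo4 calcium-sensitive dye fluorescence, kinetic, 1 Hz baseline / Read-out: integrated baseline-normalised fluorescence ratio, converted to per-well B score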
Dyrk1A ADPGlo = blocks rat Dyrk1A kinase activity; actives 0.43% (n = 310,000); AID 504441; ADP-Glo luminescence, NFATc1 peptide; inhibition, % at 12.5 µM; Q63470; in the data active = inhibition above about 50%;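 also: plate controls were vehicle with enzyme for no effect and no enzyme for full effect; many of its hits are not listed in these tables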
Platelet DG rel = platelet dense granule release activity | human platelet-rich plasma, SFLLRN dense granule ATP release, luminescence | inhibition, %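 (compounds screened at 7.5 µM in platelet-rich plasma)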 | actives 0.22% (n = 300,000) | AID 1663;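 active = mean replicate score, as percent of positive control, at or above 50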
The depositor's hits bear a star; i = inactive; / = no result given. Not all compounds are listed (hit frequency here may not be typical).

Compound,PolyA inh,TRPC4 PAM,KCNK9 block,KCNQ1 act,hERG protect,KCNQ1 inh,TRPC4 block,KCNK3 block,TRPC4 act,Dyrk1A ADPGlo,Platelet DG rel
CCC(C(=O)NCCCN1CCN(CCCNC(=O)C(CC)c2ccccc2)CC1)c1ccccc1 (stereo not given),i,i,i,i,4.9*,i,i,i,i,0,7
OCC1(CCc2ccccc2)CCN(Cc2c(F)ccc(F)c2F)CC1,i,i,i,i,1,i,i,i,i,-6,5
CCOc1ccc(S(=O)(=O)N(CC(=O)Nc2cc(C)on2)Cc2ccccc2Cl)cc1,i,i,i,i,-1,i,i,i,i,-5,-3
NC(=O)c1ccccc1NC(=O)CC12CC3CC(CC(Br)(C3)C1)C2,i,i,i,i,-5,i,i,i,i,-2,-8
Cc1ccc(Cn2c(SCC(=O)N(C)C3CCS(=O)(=O)C3)nc3ccccc3c2=O)cc1 (stereo not given),i,i,i,i,-7,i,i,i,i,17,-3
CC(=O)Nc1ccc(C(=O)N/C(=C\c2ccccc2)C(=O)Nc2cccc(C(=O)O)c2)cc1,i,i,i,i,-3,i,i,i,i,-1,-1
CC(O)CNc1nc2ccccc2n1-c1ncnc2sc3c(c12)CCC3 (stereo not given),i,i,i,i,-31,i,i,i,i,45,5
Cc1ccc(NC(=O)c2noc3c2CCC3)cc1C,i,i,i,i,0,i,i,i,i,-10,13
COc1ccc(S(=O)(=O)N2CCN(c3ccc(F)cc3)CC2)cc1C(=O)N1CCOCC1,i,i,i,i,-8,i,i,i,i,-1,-63
Cc1ccc(NC(=O)Nc2c(C)[nH]c(=O)[nH]c2=O)cc1Cl,i,i,i,i,-6,i,i,i,i,-2,5
CCOC(=O)c1ccc(NC(=O)c2c(Cl)cc(C)nc2C)cc1,i,i,i,i,-7,i,i,i,i,-8,-1
CC(C)C[C@@H]1NC(=O)[C@H](Cc2ccccc2)N(C)C(=O)[C@H](C)NC(=O)c2ccccc2NC(=O)[C@H](Cc2ccc(O)cc2)N(C)C1=O,i,i,i,i,-30,i,i,i,i,9,-4
CC(C(=O)N1CCc2ccccc21)N1CCN(Cc2ccccc2)CC1 (stereo not given),i,i,i,i,-5,i,i,i,i,1,-2
COC(=O)C1=C(C(=O)OC)[C@@H]2N(Cc3ccccc3)c3ccccc3[C@@]23C[C@@H](C(=O)OC)N(C(C)=O)C3=N1,i,i,i,i,-1,i,i,i,i,8,-1
CCCCOC(=O)C1=C(N)N2C(=O)C(C)SC2=C(C(=O)OCC)C1c1ccc(O)c(OC)c1 (stereo not given),i,i,i,i,-12,i,i,i,i,15,4
Cc1ccc([N+](=O)[O-])cc1N(CC(=O)NCC1CCCO1)S(C)(=O)=O (stereo not given),i,i,i,i,-6,i,i,i,i,1,1
NC(=NC(=O)c1ccccc1)C1=C(O)CCC1=O,i,i,i,i,-13,i,i,i,i,3,-18
O=C(Nc1sc2c(c1C(=O)NC1CC1)CCCCCC2)c1ccco1,i,i,i,i,-7,i,i,i,i,2,0
CC1(C)Cc2ccccc2C(NN=C2CCCC2)=N1,i,i,i,i,-8,i,i,i,i,10,1
O=C(CN1CCC2(CC1)OCCO2)c1c[nH]c2ccccc12,i,i,i,i,-1,i,i,/,i,/,-5
CC1=C(C#N)C(NC(=O)c2ccco2)(C(F)(F)F)C(=O)N1 (stereo not given),i,i,i,i,3,i,i,i,i,8,2
CCOC(=O)c1ccccc1NC(=O)CN(c1ccccc1OC)S(C)(=O)=O,i,i,i,i,-6,i,i,i,i,-1,-6
COCCCNc1nc2c(-c3cccc(C)c3)nnn2c2ccc(Cl)cc12,i,i,i,i,-5,i,i,i,i,-6,-3
CC1=CC(C)C(C(=O)O)C(C(=O)Nc2cccnc2)C1 (stereo not given),i,i,i,i,-1,i,i,i,i,-1,5

2 entries drawn at random from the list so far, as already listed:
Compound,PolyA inh,TRPC4 PAM,KCNK9 block,KCNQ1 act,hERG protect,KCNQ1 inh,TRPC4 block,KCNK3 block,TRPC4 act,Dyrk1A ADPGlo,Platelet DG rel
CC(C(=O)N1CCc2ccccc21)N1CCN(Cc2ccccc2)CC1 (stereo not given),i,i,i,i,-5,i,i,i,i,1,-2
OCC1(CCc2ccccc2)CCN(Cc2c(F)ccc(F)c2F)CC1,i,i,i,i,1,i,i,i,i,-6,5

Carrying on:
Compound,PolyA inh,TRPC4 PAM,KCNK9 block,KCNQ1 act,hERG protect,KCNQ1 inh,TRPC4 block,KCNK3 block,TRPC4 act,Dyrk1A ADPGlo,Platelet DG rel
Cc1ccccc1NC(=O)CSc1nc2ccccc2c(=O)n1C,i,i,i,i,-1,i,i,i,i,-1,-2
COc1ccccc1N(Cc1cc(=O)[nH]c2ccccc12)C(C)=O,i,i,i,i,-1,i,i,i,i,6,5
Cc1ccc(C(=O)Nc2ccc3c(c2)OCO3)cc1Cl,i,i,i,i,-3,i,i,i,i,/,23
COC(=O)[C@]1(C)N[C@H](c2ccc(SC3CCCCC3)c(OC)c2)[C@@H]2C(=O)N(C)C(=O)[C@@H]21,i,i,i,i,-7,i,i,i,i,-7,1
O=C(Nc1ccccc1)C1(c2ccccc2)CC1(Cl)Cl (stereo not given),i,i,i,i,-9,i,i,i,i,2,-2
CCOCCCNCc1cc(Br)ccc1OCC,i,i,i,i,-7,i,i,i,i,-5,-57
Cc1ccc(C)c(N2CCN(C(=O)Cn3ncn4cccc4c3=O)CC2)c1,i,i,i,i,-8,i,i,i,i,2,4
O=C(CSc1nc2c([nH]c3ccccc32)c(=O)n1-c1ccccc1)N1CCOCC1,i,i,i,i,0,i,i,i,i,-8,12
CSc1cccc(NC(=O)c2nnn(Cc3ccccc3)c2N)c1,i,i,i,i,-13,i,i,i,i,3,-4
COC(=O)c1sc(NC(=S)NC(=O)c2ccccc2)nc1C,i,i,i,i,-6,i,i,i,i,3,-4
CCC(C)NC(=O)c1ccc(-n2c(=S)[nH]c3ccccc3c2=O)cc1 (stereo not given),i,i,i,i,-10,i,i,i,i,0,-3
CCOC(=O)c1sc(-c2ccccc2)cc1NC(=O)CSc1nnnn1C,i,i,-11*,i,-6,i,i,-12*,i,-9,-1
N#Cc1ccccc1NC(=O)C(=O)NCC1CCCN1S(=O)(=O)c1cccs1 (stereo not given),i,i,i,i,-12,i,i,i,i,-1,2
CCOCCCN(C(=O)Cn1nnc(-c2ccc(C)o2)n1)C(C(=O)NC1CCCC1)c1ccc(C)o1 (stereo not given),i,i,i,i,-10,i,i,i,i,-6,3
O=C(CNc1cc(S(=O)(=O)N2CCCC2)ccc1OCC(F)(F)F)Nc1cc(Cl)cc(Cl)c1,i,i,i,i,-9,i,i,/,i,/,-3
CCN(C(=O)c1cc2c(s1)-c1ccccc1S(=O)(=O)C2)c1cc(OC)ccc1OC,i,i,i,i,-10,i,i,i,i,0,-1
O=C(Cn1cnc2c(nnn2-c2ccccc2)c1=O)NCc1ccco1,i,i,i,i,-6,i,i,i,i,6,3
CC(C)NS(=O)(=O)c1ccc(OCC(=O)Nc2cccc3ccccc23)cc1,i,i,i,i,-9,i,i,i,i,8,1
CCCCCc1nc2c(c3c1CCCC3)CCCC2,i,i,i,i,-14,i,i,/,i,/,0
CSCC[C@H](NC(=O)N1CCn2c1nc1ccccc12)C(=O)NC1CC1,i,i,i,i,-8,i,i,i,i,1,-11
COCCn1c(CN(Cc2ccccc2)Cc2ccccc2)nc2c1c(=O)n(C)c(=O)n2C,i,i,i,i,-19,i,i,i,i,-2,20
Cc1ccccc1NC(=O)/C(C#N)=C\c1ccsc1,i,i,i,i,-4,i,i,i,i,-2,1
O=P(CO)(Cc1ccccc1)Cc1ccccc1,i,i,i,i,-5,i,i,i,i,0,0
CCN(CCO)C(=O)CC(c1ccccc1)c1cc(Br)ccc1O (stereo not given),i,i,i,i,-8,i,i,i,i,5,3
COc1ccc(NC(=O)C2CCN(C(=O)[C@@H]3Cc4ccccc4CN3C(=O)OC(C)(C)C)CC2)cc1,i,i,i,i,-2,i,i,i,i,0,-8
CC(C)(C)c1nc2cc(Cl)c([N+](=O)[O-])cc2o1,i,i,i,i,-1,i,i,i,i,1,2
COc1ccc(C2=NOC(C(=O)NCc3ccco3)C2)cc1 (stereo not given),i,i,i,i,-11,i,i,i,i,-11,-6
Cc1ncc([N+](=O)[O-])n1Cc1ccccc1F,i,i,i,i,-4,i,i,i,i,-4,-2
C=CCNc1nnc(SCC(=O)N2CCCCC2)c2ccccc12,i,i,i,i,-15,i,i,i,i,-3,-7
O=C(c1cccs1)N(CC1CCCO1)c1nc(-c2ccccc2)cs1 (stereo not given),i,i,i,i,-14,i,i,i,i,8,-2
Cc1ccc(NS(=O)(=O)c2cccc(C(=O)NCCCN3CCOCC3)c2)cc1,i,i,i,i,-14,i,i,i,i,0,0
Cn1nnc2cc(C(=O)NC(C)(C)C)ccc21,i,i,i,i,-10,i,i,i,i,2,-3
CC1C(=O)NC(=O)C1c1ccccc1 (stereo not given),i,i,i,i,-9,i,i,i,i,-2,-7
NC(=O)c1cccc2ccccc12,i,i,i,i,-17,i,i,i,i,1,-9
Cc1cccc2c3c([nH]c12)C(=O)CC(C)(C)S3,i,i,i,i,-16,i,i,i,i,-5,-5
O=C(CC1NCCc2ccccc21)Nc1ccc(Cl)cc1 (stereo not given),i,i,i,i,-7,i,i,i,i,1,1
COc1ccccc1N1CCN(C(=O)Cc2c(C(=O)O)[nH]c3ccc(Cl)cc23)CC1,i,i,i,i,-11,i,i,i,i,0,-4

A run of entries from the list above, for reference:
Compound,PolyA inh,TRPC4 PAM,KCNK9 block,KCNQ1 act,hERG protect,KCNQ1 inh,TRPC4 block,KCNK3 block,TRPC4 act,Dyrk1A ADPGlo,Platelet DG rel
COc1ccc(NC(=O)C2CCN(C(=O)[C@@H]3Cc4ccccc4CN3C(=O)OC(C)(C)C)CC2)cc1,i,i,i,i,-2,i,i,i,i,0,-8
CC(C)(C)c1nc2cc(Cl)c([N+](=O)[O-])cc2o1,i,i,i,i,-1,i,i,i,i,1,2
